RBX1-CUL1 inh: blocks human RBX1-Cullin-1 di-ubiquitin formation | P62877+Q13616 | in vitro K48 di-Ub FRET, acceptor:donor ratio, 45 min | inhibition, % at 10 µM | 140,000 compounds, 0.6% hits | AID 1347404; in the data active = inhibition above about 25%
Target sequence (P62877 whole entry, looked up): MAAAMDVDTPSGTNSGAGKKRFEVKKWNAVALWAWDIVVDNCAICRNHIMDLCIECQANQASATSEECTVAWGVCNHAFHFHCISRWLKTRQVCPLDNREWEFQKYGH
Target sequence (Q13616 whole entry, looked up): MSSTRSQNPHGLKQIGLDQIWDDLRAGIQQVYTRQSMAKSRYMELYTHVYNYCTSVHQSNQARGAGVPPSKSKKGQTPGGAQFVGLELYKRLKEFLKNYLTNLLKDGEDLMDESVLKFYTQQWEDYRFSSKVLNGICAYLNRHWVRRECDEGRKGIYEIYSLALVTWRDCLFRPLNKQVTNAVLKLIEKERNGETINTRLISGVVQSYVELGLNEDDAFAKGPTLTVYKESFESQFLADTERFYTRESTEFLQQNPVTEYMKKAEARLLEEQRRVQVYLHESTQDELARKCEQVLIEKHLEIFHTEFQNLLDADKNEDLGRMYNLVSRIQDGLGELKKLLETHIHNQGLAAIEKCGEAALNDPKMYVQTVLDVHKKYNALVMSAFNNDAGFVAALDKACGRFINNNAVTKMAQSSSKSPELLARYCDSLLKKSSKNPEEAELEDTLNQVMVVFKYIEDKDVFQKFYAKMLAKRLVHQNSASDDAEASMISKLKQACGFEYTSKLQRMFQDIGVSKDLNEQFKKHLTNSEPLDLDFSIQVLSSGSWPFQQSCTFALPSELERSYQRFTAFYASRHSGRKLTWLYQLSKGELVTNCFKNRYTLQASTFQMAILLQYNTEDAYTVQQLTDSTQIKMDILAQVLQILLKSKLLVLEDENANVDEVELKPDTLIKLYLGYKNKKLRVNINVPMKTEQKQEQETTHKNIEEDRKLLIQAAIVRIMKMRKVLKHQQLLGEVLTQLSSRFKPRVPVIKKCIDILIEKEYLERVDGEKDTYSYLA
* hit, by the source's call; & = joins results of further samples. Some of the compounds tested, so the mix of outcomes need not match the whole.

no. | compound | RBX1-CUL1 inh
1 | COCCNC(=O)CCC1CCN(Cc2cn[nH]c2-c2cc(C)ccc2C)CC1 | -4.3
2 | O=C1NN(c2ccc(F)c(Cl)c2)C(=O)/C1=C\c1ccc(F)cc1 | 76.9*
3 | C=CCN1CCN(c2ccncc2S(=O)(=O)NC(C)C)CC1 | 17.3
4 | O=S(=O)(O)c1cccc2cc(O)ccc12 | 8.6
5 | ON=C1CC23CCCCC2(C1)CC(=NO)C3 (stereo not given) | -0.9
6 | CCn1cc(C(=O)NC(C)c2ccccc2)c(=O)c2cc(S(=O)(=O)N3CCc4ccccc4C3)ccc21 (stereo not given) | 3.6
7 | CN(C)C(=O)c1nc2ccc(Cl)cn2c1CNC1CCN(Cc2ccccc2)C1 (stereo not given) | 6.5
8 | CCN(CC)Cc1c(C)[nH]c2ccc(F)cc2c1=O | -5.0
9 | CC1CCC(C(C)C)C(OC(=O)CN2C(=O)c3ccccc3C2=O)C1 (stereo not given) | 10.9
10 | COC(=O)C1=NN(c2ccc(Cl)cc2)C2(C)c3cc(OC)c(OC)cc3CCN12 (stereo not given) | 10.5
11 | Cc1ccc(-c2cn3cccnc3n2)cc1NC(=O)Cc1ccccc1 | -1.9
12 | CC(C)CCN1CCCC1C(=O)Nc1ccccc1Oc1cccnc1 (stereo not given) | -7.3
13 | COc1cc2c(=O)c3ccccc3sc2c(OC)c1OC | -3.1
14 | Cc1cccc2c1NC1(CCCC1)CC2C (stereo not given) | -4.2
15 | COc1cc(/C=C2\SC(=O)N(Cc3ccc(C)cc3)C2=O)ccc1OCC(=O)Nc1ccccc1C | -0.7
16 | O=C(NCC(c1cccs1)S(=O)(=O)c1cccs1)c1ccc(Cl)cc1 (stereo not given) | -5.6
17 | COC(=O)c1nn2c(C(F)(F)F)cc(-c3ccccc3)nc2c1Br | 1.3
18 | Cc1ccccc1S(=O)(=O)NCc1ccccn1 | 1.3
19 | O=C(Nc1ccc(N2CCOCC2)c(Cl)c1)c1ccccc1F | 9.4
20 | Cc1ccc(C)c(N(C)C(=O)Cc2c(C(=O)O)[nH]c3ccc(Cl)cc23)c1 | -3.2
21 | CC(=O)N(C)c1ccc(NC(=S)NC(=O)CC(C)C)cc1 | 4.1
22 | CCN1CCN(CC(O)COCC23CC4CC(CC(C4)C2)C3)CC1 (stereo not given) | 6.1
23 | Clc1ccccc1COc1ccc(CNCc2cccnc2)cc1 | 3.8
24 | COCC(O)CNc1nncc(-c2cc3ccccc3o2)n1 (stereo not given) | 4.2
25 | CCNC(=O)CCSc1ccc(C(C)(C)C)cc1 | 1.1

4 of the compounds above, with the structure last:
nr	RBX1-CUL1 inh	Structure
3	17.3	C=CCN1CCN(c2ccncc2S(=O)(=O)NC(C)C)CC1
23	3.8	Clc1ccccc1COc1ccc(CNCc2cccnc2)cc1
8	-5.0	CCN(CC)Cc1c(C)[nH]c2ccc(F)cc2c1=O
1	-4.3	COCCNC(=O)CCC1CCN(Cc2cn[nH]c2-c2cc(C)ccc2C)CC1

Next part.
no. | compound | RBX1-CUL1 inh
26 | Cc1c(N2C(=O)/C(=C/c3ccc(Cl)cc3Cl)SC2=S)c(=O)n(-c2ccccc2)n1C | -2.3
27 | COc1ccc(C(=O)COC(=O)C2CCN(S(=O)(=O)c3ccc4ccccc4c3)CC2)cc1 | 10.4
28 | CCCn1c(NCc2ccc(N(CC)CC)cc2)nc2ccccc21 | 0.6&-2.6
29 | CCCN(CCC)C(=O)c1ccc(C)nc1 | 10.8
30 | CC1=CC(=NS(=O)(=O)c2ccccc2)C(C(C)C)=C(Cl)C1=O | 3.9
31 | COc1cc(CNC2CCCCC2)ccc1OCC(=O)NC(C)(C)C | -3.4
32 | CCN(CC1CCCN(CCc2cccc(OC)c2)C1)C(=O)CSC (stereo not given) | 3.0
33 | CO[C@H]1[C@H](NC(=O)Cc2cccs2)c2ccccc2C12CCN(Cc1cccc(Cl)c1)CC2 | 5.5
34 | O=C(NNC(=O)c1ccccc1I)c1cccc(I)c1 | 8.9
35 | CN(C)c1ccc([N+](=O)[O-])cc1C(C)(C)C | -7.4
36 | COc1ccc(CCNC(=O)CCCCCn2c(=O)[nH]c3cc(OC)c(OC)cc3c2=O)cc1OC | -4.0
37 | CCc1nnc2c3c(-c4ccc(C)cc4)csc3ncn12 | -5.2
38 | O=C(CN1Cc2ccccc2OC(c2ccccc2F)C1)N1CCN(c2ccccn2)CC1 (stereo not given) | 1.8
39 | COc1ccc(OC)c(NC(=O)C(Cc2ccccc2)NS(=O)(=O)c2ccc3c(c2)CCC(=O)N3)c1 (stereo not given) | 4.5
40 | COc1cc(NCCCC(C)Nc2ccnc3cc4ccccc4cc23)c2ncccc2c1 (stereo not given) | -1.9
41 | Cc1nc(OCC(=O)C(F)(F)F)c(C#N)cc1C(N)=O | 7.5
42 | CCOC(=O)C1=C(C)N(CCOC)C(=O)/C1=C\c1cccs1 | -1.3
43 | COc1ccc(NC(=O)C2CCN(S(=O)(=O)c3ccc4[nH]c(=O)ccc4c3)CC2)c(OC)c1 | -12.9
44 | COc1ccc(NC(=O)Cn2c(=O)n(Cc3nc(C)no3)c(=O)c3cc4c(cc32)OCO4)cc1 | -4.2
45 | S=C1N=C(c2ccccc2)CC(c2ccc(Br)cc2)N1 (stereo not given) | -4.2
46 | COc1ccc(Br)cc1CNC(=O)c1cc2ccccn2n1 | 3.1
47 | CC(C)c1nccn1CCCNC(=O)c1ccc(N2CCC(O)CC2)nc1 | -4.0
48 | CC(=O)c1ccc2c(c1)C1C=CCC1C(c1cccc(Cl)c1Cl)N2 (stereo not given) | 2.2
49 | Cn1c(C(=O)N2CCCC(C(=O)N3CCN(c4ccccc4)CC3)C2)cc2sccc21 (stereo not given) | 1.6
50 | COc1ccc(Cl)cc1C(=O)NC1CCCC1 | 1.0

Structures from the list above that have fluorine:
no. | compound | RBX1-CUL1 inh
2 | O=C1NN(c2ccc(F)c(Cl)c2)C(=O)/C1=C\c1ccc(F)cc1 | 76.9*
8 | CCN(CC)Cc1c(C)[nH]c2ccc(F)cc2c1=O | -5.0
17 | COC(=O)c1nn2c(C(F)(F)F)cc(-c3ccccc3)nc2c1Br | 1.3
19 | O=C(Nc1ccc(N2CCOCC2)c(Cl)c1)c1ccccc1F | 9.4
38 | O=C(CN1Cc2ccccc2OC(c2ccccc2F)C1)N1CCN(c2ccccn2)CC1 (stereo not given) | 1.8
41 | Cc1nc(OCC(=O)C(F)(F)F)c(C#N)cc1C(N)=O | 7.5

The list continues.
no. | compound | RBX1-CUL1 inh
51 | COc1cc(/C=C2/SC(=O)N(Cc3c(F)cccc3Cl)C2=O)c(Br)cc1O | -8.2
52 | Cc1ccc(-c2csc3nc4ccccc4n23)cc1 | -7.5
53 | C=CCc1c(C)nc(C)nc1NCCO | 4.4
54 | COCCCN1C(=O)CC(CC(=O)N2CCC(Oc3ccc(F)cc3)CC2)(c2ccccc2)C1=O (stereo not given) | 0.3
55 | C=CCSc1nnc(N2C(=O)c3ccccc3C2=O)s1 | -13.2
56 | CCOc1cccc(C2Nc3ccc(Br)cc3-c3nnc(SCC)nc3O2)c1OC (stereo not given) | 9.9
57 | COc1ccc(S(=O)(=O)N(CC(=O)Nc2cc(Cl)ccc2C)Cc2ccccc2)cc1OC | -0.8
58 | Clc1ccc(-c2nnc(SCCCCOc3ccccc3)o2)c(Cl)c1 | 8.8
59 | CN1CCCCCC1C(=O)NCc1cccnc1-n1cnc2ccccc21 (stereo not given) | 6.3
60 | COc1ccc(Nc2nnc(-c3ccc(C)c(S(=O)(=O)NCCO)c3)c3ccccc23)cc1C(N)=O | 1.8
61 | O=C(NCCC(c1ccccc1)c1ccccc1)C1CCCO1 (stereo not given) | -2.8
62 | COc1ccc(OC)c(C2=NS(=O)(=O)N(C)C(C(=O)Nc3ccc(F)cc3F)=C2)c1 | 3.3
63 | O=C(CN(Cc1ccc(Cl)c(Cl)c1)S(=O)(=O)c1ccccc1)NCCc1ccccc1 | 4.3
64 | COC(=O)C1C(C)=NC2=C(C(=O)CC(c3ccc(OC)c(OC)c3)C2)C1c1cc(OC)c(OC)cc1OC (stereo not given) | 3.2
65 | Cc1ccccc1-c1cnnc(NCCCn2cccn2)n1 | -4.3
66 | Cc1c(-c2[nH]nc(N)c2N=Nc2ccccc2)c(=O)n(-c2ccccc2)n1C | -1.5
67 | CCOC(=O)C1C(c2ccccc2)=NC(=O)NC1c1cc(OC)c(OCc2ccccc2)cc1Cl (stereo not given) | 5.5
68 | COC(=O)c1cc(NC(=S)NC(=O)c2ccc(C)cc2)cc(C(=O)OC)c1 | 5.7
69 | CN(Cc1cnn(C)c1)C(=O)c1cn(C2CCCCCC2)nn1 | 4.6
70 | CCOc1cccc(NC(=O)C2CC(=O)N/C(=N\N=C(/C)c3ccc(Cl)cc3)S2)c1 (stereo not given) | -3.1
71 | COc1ccccc1OCC(=O)Nc1nc2c(s1)CC(C)CC2 (stereo not given) | 8.6
72 | CC(=O)Nc1ccc(N=Cc2ccc[nH]2)cc1 | 6.8
73 | COc1ccc(C2CC(=O)N(Cc3ccc(C)cc3)c3c2c(C)nn3-c2nc(C)cc(C)n2)c(OC)c1 (stereo not given) | 3.7
74 | Cc1cc(C)cc(-c2nnc(COc3cnn(C(C)(C)C)c(=O)c3Cl)o2)c1 | 0.8
75 | COC(=O)c1ccc(NC(=O)c2sc3nc4c(cc3c2N)CCCCCC4)cc1 | 5.3

Some of the entries so far, with the structure last:
item | RBX1-CUL1 inh | smiles
31 | -3.4 | COc1cc(CNC2CCCCC2)ccc1OCC(=O)NC(C)(C)C
32 | 3.0 | CCN(CC1CCCN(CCc2cccc(OC)c2)C1)C(=O)CSC (stereo not given)

New compounds follow
no. | compound | RBX1-CUL1 inh
76 | CCOC(=O)c1c(C)oc2ncnc(Nc3ccc(OCC)cc3)c12 | 4.9
77 | C=CCn1nc(Br)sc1=N | 3.1
78 | Cc1ccc2ccccc2c1CN(N=Nc1nonc1C)c1nonc1C | -9.6
79 | O=C(N/N=C/c1cc2c(cc1[N+](=O)[O-])OCO2)c1ccc(OC2CCCC2)cc1 | 4.0
80 | CC(O)(C(=O)O)c1cc2ccccc2s1 (stereo not given) | -1.2
81 | Cc1ccc(S(=O)(=O)N2c3ccccc3N(Cc3ccccc3)CC2C(N)=O)cc1 (stereo not given) | -8.1
82 | O=C(c1ccco1)N(Cc1cccs1)c1ccc(O)cc1 | -0.9
83 | c1ccc(N2CN3CN2CN3c2ccccc2)cc1 | 1.6
84 | COc1ccc(-c2cc3nc(C)n(N)c(=O)c3s2)cc1 | 3.8
85 | Cn1cc([C@@H]2C[C@H]3CN(c4ccccc4)C(=O)[C@]34CCCN24)cn1 | -11.6
86 | O=C(CN1CCCC1)NCC1(c2ccccc2)CCOCC1 | -3.5
87 | COC(=O)c1sc(NC(=O)/C=C/C(=O)O)nc1C | 1.1
88 | CC(C)c1ccc(-c2noc(SCC(=O)N(C)c3ccc(F)cc3)n2)cc1 | -1.8
89 | O=C(NCCCN(Cc1ccccc1)Cc1ccccc1)c1cc(=O)c2c(Cl)cc(Cl)cc2[nH]1 | 0.6
90 | O=c1c2cnc3nc(-c4ccccc4)nn3c2ccn1CCc1ccccc1 | 2.1
91 | Cc1ccc(-n2c(=O)c3c4c(sc3n3c(=S)[nH]nc23)CCC4)cc1 | 2.9
92 | COc1ccc(N(CC(=O)N2CCN(c3ccccc3)CC2)S(C)(=O)=O)cc1Cl | -4.9
93 | Cc1cc(NC(=O)CCCn2c(C)c3cnn(-c4ccccc4)c(=O)c3c2C)ccc1Br | -6.3
94 | CN1CCC(N2CCCC(C(=O)NC3CC3)C2)CC1 (stereo not given) | -1.0
95 | CN(c1ccc(C(=O)Nc2ccc(F)cc2F)cc1)S(C)(=O)=O | 2.8
96 | COc1ccc(C(=O)Nc2ccc(/C(C)=N/NC(=O)c3ccccc3)cc2)cc1OC | 3.9
97 | CCOc1cccc(CNc2ccc(NC(=O)C(C)C)c(OC)c2)c1 | -7.6
98 | O=C(CCn1c(=O)c2ccccc2n(Cc2ccc(F)cc2Cl)c1=O)NCc1ccc2c(c1)OCO2 | -5.5
99 | Cc1cccc(NC(N)=Nc2nc(C)cc(C)n2)c1 | -4.7
100 | CCCN(C(=O)c1cc2c(s1)-c1ccccc1OC2)c1ccccc1F | -14.0
101 | COC(=O)c1ccc(NC(=O)CN2CCN(c3ccccc3F)CC2)cc1 | 8.2
102 | CCc1ccc(-c2csc(C(C#N)C=Nc3ccc(C)cc3C)n2)cc1 (stereo not given) | -2.7
103 | O=C(c1cc2nc(-c3ccc(F)cc3)cc(C(F)(F)F)n2n1)N1CCN(c2ccccc2)CC1 | 7.8
104 | COc1ccc(Cl)cc1NC(=O)C1CCCN(S(=O)(=O)c2ccc3c(c2)CCCC(=O)N3)C1 (stereo not given) | 9.5
105 | CCOc1ccc(Cl)cc1S(=O)(=O)Nc1ccncc1 | 10.4
106 | Cc1nc2c(c(=O)[nH]1)C(c1ccc(F)cc1)c1cc(Cl)c3ccccc3c1O2 (stereo not given) | 1.3
107 | Cc1cc(C)n(CC(O)(c2ccccc2)c2ccccc2)n1 | 3.4
108 | COc1ccc(NC(=O)CN2C(=O)C(c3ccccc3)=NC23CCC(C)CC3)cc1Cl (stereo not given) | -3.7
109 | COc1ccc(/C=C/C(=O)Nc2ccc3nc4c(c(Nc5ccccc5OC)c3c2)CCCC4)cc1 | 5.1
110 | Cc1ccccc1C(=O)Nc1sc2c(c1C(=O)NCCO)CCC(C(C)(C)C)C2 (stereo not given) | 2.1
111 | Cc1ccc(NC(=O)CN2C(=O)CCc3cc(S(=O)(=O)N4CCCCC4)ccc32)cc1N(C)C | 8.3
112 | O=C(NCc1ccccc1Cl)C1CCC(CNS(=O)(=O)c2ccc(Br)s2)CC1 (stereo not given) | -5.1
113 | Cc1ccc(OCc2cc(=O)n3c4c(sc3n2)CCCC4)c(C)c1 | -6.8
114 | O=C(CC1(c2ccccc2)CC(=O)N(Cc2ccncc2)C1=O)N(Cc1ccccc1)CC1CC1 (stereo not given) | 5.3
115 | O=C(Nc1ccc(Cl)cn1)c1ccc2nccnc2c1 | -1.9
116 | CCc1ccc(-c2n[nH]c3c2CN(C(=O)c2ocnc2C)CC3)cc1 | 4.3
117 | O=C(Nc1ccc(Cl)cc1)c1cc(=O)c2cc(Cl)ccc2[nH]1 | 4.0
118 | Cc1cccc(NC(=O)C(NS(=O)(=O)c2cccc3nsnc23)c2ccccc2)c1C (stereo not given) | -0.2
119 | O=C(NCCc1csc2nc(-c3ccccc3F)nn12)c1ccco1 | 3.4
120 | COc1cccc(OC)c1C(=O)NC(C)=S | 3.6
